Screening data (PubChem BioAssay)
CCHFV vOTU inh: CCHFV vOTU protease inhibitors, primary screen, biochemical, Pep-AMC substrate, fluorescence; AID 651958, 2012; inhibition, % at 11.5 µM; actives 0.55% (n = 370,000); further: 0% = vehicle wells with enzyme and 100% = no enzyme wells
GDH-TPI counter: GDH-TPI coupling enzyme inhibitors, primary screen, artefact control for M. tuberculosis FBA inhibitor project, biochemical, absorbance, full deck. GDH-TPI coupled enzyme counterscreen, NADH absorbance. inhibition, % at 4.8 µM. actives 1.2% (n = 360,000). AID 588335, 2011;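 further: 0% = DMSO wells and 100% = wells lacking the enzyme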
Mtb UGM inh: M. tuberculosis UGM enzyme inhibitors, primary screen, biochemical, fluorescence polarization, single point; UDP-galactopyranose mutase (Mycobacterium tuberculosis (strain ATCC 25618 / H37Rv)), …; purified UGM, fluorescence polarization probe displacement; inhibition, % at 10 µM; actives 0.06% (n = 320,000); in the data active means inhibition above about 10%, passing the limit was not always enough; inconclusive means no clear call, values can overlap the other calls
Target sequence (P9WIQ1 whole entry, looked up): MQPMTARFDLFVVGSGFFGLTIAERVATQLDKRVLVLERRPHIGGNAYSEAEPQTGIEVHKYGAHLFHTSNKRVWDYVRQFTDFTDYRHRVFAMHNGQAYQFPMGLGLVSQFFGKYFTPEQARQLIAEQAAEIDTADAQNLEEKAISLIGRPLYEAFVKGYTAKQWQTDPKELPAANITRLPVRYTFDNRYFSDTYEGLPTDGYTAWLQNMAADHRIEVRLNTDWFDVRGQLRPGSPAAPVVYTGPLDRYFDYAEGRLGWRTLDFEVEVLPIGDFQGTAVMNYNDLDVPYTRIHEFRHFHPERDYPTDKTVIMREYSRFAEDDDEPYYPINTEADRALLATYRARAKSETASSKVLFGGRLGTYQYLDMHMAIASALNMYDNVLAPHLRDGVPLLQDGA
BoNT-F LC inh: BoNT/F light chain protease inhibitors, primary screen, biochemical, flow cytometry, MLPCN library | Botulinum neurotoxin type F light chain protease (Clostridium botulinum) | Multiplex microsphere protease cleavage assay | inhibition, % at 10 µM | actives 0.22% (n = 360,000); in the data active means inhibition above about 35%, passing the limit was not always enough; inconclusive means no clear call, values can overlap the other calls; further: plate controls were buffer without enzyme for full effect and enzyme alone for no effect
MazEF act: activators of E. coli MazEF toxin-antitoxin RNase, primary screen, biochemical, fluorescence, uHTS; actives 0.32% (n = 350,000); Endoribonuclease toxin MazF (Escherichia coli (strain K12)), P0AE70; activation, % at 20 µM; FAM/BHQ RNA-DNA oligo cleavage fluorescence, 5 h; AID 504720, 2011; in the data active means activation above about 50%
Rv3671c protease: Rv3671c serine protease inhibitors, primary screen, biochemical, fluorescence polarization, M. tuberculosis H37Rv. inhibition, % at 5.96 µM. actives 0.048% (n = 320,000). P9WHR9; in the data active means inhibition above about 38%;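 further: extracellular domain of Rv3671c used as enzyme; 0% = enzyme with DMSO and 100% = no enzyme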
Target sequence (P9WHR9 whole entry, looked up, the tested form may be a part): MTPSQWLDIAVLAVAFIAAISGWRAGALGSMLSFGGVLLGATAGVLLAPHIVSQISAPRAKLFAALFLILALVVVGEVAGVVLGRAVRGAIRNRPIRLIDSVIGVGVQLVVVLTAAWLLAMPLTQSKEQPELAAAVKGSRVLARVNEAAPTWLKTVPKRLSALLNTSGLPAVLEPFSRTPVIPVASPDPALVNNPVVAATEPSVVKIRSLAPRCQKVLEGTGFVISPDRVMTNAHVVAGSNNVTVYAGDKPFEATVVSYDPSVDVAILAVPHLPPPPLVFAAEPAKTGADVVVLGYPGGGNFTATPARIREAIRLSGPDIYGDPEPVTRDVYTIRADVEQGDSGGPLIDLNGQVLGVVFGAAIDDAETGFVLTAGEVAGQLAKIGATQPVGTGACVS
BioA inh: M. tuberculosis BioA enzyme inhibitors, primary screen, biochemical, plate reader, single point, HTS; 7,8-diaminopelargonic acid synthase BioA (Mycobacterium tuberculosis); purified M. tuberculosis BioA enzyme; inhibition, % at 9.99 µM; actives 0.096% (n = 360,000); AID 602481, 2012; in the data active means inhibition above about 40%; inconclusive means no clear call, values can overlap the other calls
DUSP3 inh: VHR1 phosphatase inhibitors, primary screen, biochemical, absorbance, uHTS; inhibition, % at 13.3 µM; actives 0.52% (n = 290,000); AID 1654, 2009; Dual specificity protein phosphatase 3 (Homo sapiens), P51452; recombinant VHR phosphatase, pNPP absorbance; in the data active means inhibition above about 50%; further: some compounds called inactive have numbers as strong as hits
Target sequence (P51452 whole entry, looked up): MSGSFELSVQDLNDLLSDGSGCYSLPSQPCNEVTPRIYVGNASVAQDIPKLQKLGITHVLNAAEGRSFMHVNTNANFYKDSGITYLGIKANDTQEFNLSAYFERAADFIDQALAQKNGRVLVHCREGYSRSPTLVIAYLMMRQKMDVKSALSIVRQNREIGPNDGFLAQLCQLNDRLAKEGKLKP
FadD28 binding: inhibitors of FadD28 bisubstrate probe binding, primary screen, biochemical, fluorescence polarization, single point; Mycobacterium tuberculosis FadD28 fatty-acid-AMP ligase; inhibition, % at 12.5 µM; actives 0.22% (n = 360,000); in the data active means inhibition above about 8.5%, passing the limit was not always enough; inconclusive means no clear call, values can overlap the other calls
Mtb FBA inh: Mtb FBA enzyme inhibitors, primary screen, biochemical, fluorescence, strain H37Rv; Fructose-bisphosphate aldolase (Mycobacterium tuberculosis (strain ATCC 25618 / H37Rv)), …; purified M. tuberculosis FBA, fluorescence read-out; inhibition, % at 1 µM; actives 2.3% (n = 360,000); AID 588726, 2011; in the data active means inhibition above about 27%;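 further: 0% = vehicle and 100% = reference inhibitor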
An asterisk follows results filed as active; ? = inconclusive; / = no result given. Unless noted, no stated cut-off is given here; in the data, active means inhibition above about 30%; inactive means the rest.

SMILES	CCHFV vOTU inh	GDH-TPI counter	Mtb UGM inh	BoNT-F LC inh	MazEF act	Rv3671c protease	BioA inh	DUSP3 inh	FadD28 binding	Mtb FBA inh
CN(Cc1ccccc1)C(=O)CCC1CCN(S(C)(=O)=O)CC1	-3	2	-1.5	5	8	-3	-0.5	11	0.3	3
COc1ccccc1C(=O)Nc1ccc(C(=O)Nc2ccccc2C(=O)O)cc1	7	9	3.5	2	4	-8	0.4	-20	-14	0
CCc1ccc(Nc2ncc3c(n2)CC(c2ccco2)CC3=O)cc1 (stereo not given)	-2	38*	1.0	-3	10	-3	-0.8	-33	0.2	8
CC1CCc2c(sc(N)c2C(=O)OC(C)C)C1 (stereo not given)	1	8	-0.6	-9	6	-4	/	-2	-1.6	0
C=C1C(=O)C23CCC4C(C)(C(=O)OC)CCCC4(C)C2CCC1(O)C3 (stereo not given)	2	9	/	-4	0	/	/	/	-2.5	4
O=C(Nc1ccc(Br)cn1)c1ccc(COc2c(F)c(F)cc(F)c2F)o1	-3	-8	-0.4	-1	-7	-5	-1.7	/	/	-1
Cc1ccc(-c2cc(C(=O)N3CCc4ccccc4C3)[nH]n2)cc1C	4	1	-2.0	-3	-3	-1	-1.4	16	1.7	-1
O=[N+]([O-])c1ccc(C(O)C(CO)NC(=S)Nc2ccccc2)cc1 (stereo not given)	3	8	2.7	-9	14	-2	/	8	0.2	3
COc1ccccc1OCC(=O)NCCS(=O)(=O)N1CCN(c2ccc(F)cc2)CC1	-6	-2	0.9	11	2	-6	0.5	3	-2.2	-4
CCC(=O)Nc1cccc(-c2ccc(N3CCN(C)CC3)nn2)c1	/	-3	1.9	6	8	-7	1.4	45	-4.6	0
CC1CCN(c2nc3c(c(=O)n(C)c(=O)n3C)n2CCSc2nc3ccccc3s2)CC1	3	-6	-0.4	4	8	-11	/	44	-4.3	0
CCOC(=O)C(O)(CC(=O)c1ccc(Cl)cc1)C(=O)OCC	-6	-8	-1.9	1	-2	-5	/	23	-4.1	5
Cc1ccc(NC(=O)CN2C(=O)N/C(=C/c3ccco3)C2=O)cc1	-1	11	-0.9	8	5	-2	-0.1	23	-1.9	-1
Cc1cc(C)c(NC(=O)CO/N=C2\CCCc3nonc32)c(C)c1	-9	2	1.0	0	-1	-10	-0.1	-13	0.2	1
Cc1cc(C(=O)NC(=S)Nc2cccc(C(=O)O)c2C)ccc1[N+](=O)[O-]	3	4	0.6	-1	0	-9	/	24	-2.8	1
O=C(/C=C/c1ccc(Br)cc1)Nc1ccc(S(=O)(=O)Nc2ncccn2)cc1	-2	8	0.2	-3	-2	-15	/	36	0.1	5
COc1ccc(N2CCN(C(=O)c3sc4nc(-c5ccc(F)cc5)cn4c3C)CC2)cc1	12	12	2.2	-11	-5	12	-4.6	-5	-0.8	4
CC(Sc1nnc(N)s1)C(=O)NC1CCCCC1C (stereo not given)	1	1	-2.3	-8	-2	4	-0.3	/	-2.0	5
CCOC(=O)C1CCN(C(=O)c2ccc(CNS(=O)(=O)c3ccc(OC)cc3)cc2)CC1	17	-2	-0.1	0	1	2	/	7	-3.1	1
N#C/C(=C/c1ccc(N2CCOCC2)o1)C(=O)Nc1ccccc1	7	6	/	0	-923	/	-12	18	2.6	-35
COc1ccccc1N1CCN(Cc2cc(=O)n3ccsc3n2)CC1	14	11	-0.6	-3	-1	9	-1.9	28	-0.8	-2
Cc1cc(N2CCOCC2)nc2ccc(NC(=S)NCCN(C)C)cc12	-25	12	1.5	-4	-11	-5	9.7	20	1.3	14
COc1ccc(N2CCN(c3ccc4nnc(CCC(=O)Nc5ccc(C)cc5)n4n3)CC2)cc1	-2	-5	-0.3	-6	0	0	1.6	29	-2.8	0
CN1CCN(c2ccc(S(=O)(=O)N3CCCCC3)cc2NC(=O)CSC(C)(C)C)CC1	0	-6	/	-6	7	/	-0.5	/	-3.5	0
CC(=O)Nc1ccc(S(=O)(=O)Nc2cc(-c3ccccc3)nn2C)cc1	2	4	0.0	8	-2	5	-0.4	-3	-0.6	1
Cc1nn(-c2ccccc2)c(C)c1NC(=O)COC(=O)CC(C)c1ccccc1 (stereo not given)	-8	4	3.1	4	-14	-9	/	/	-1.0	3
CCn1cc(C(=O)N2CCOCC2)c(=O)c2cc(S(=O)(=O)N(C)C3CCCCC3)ccc21	7	10	-2.2	-6	-5	9	0.7	13	-0.9	2
COc1cc(/C=C/C(=O)O)ccc1OS(=O)(=O)c1c(C)cc(C)cc1C	-1	6	0.5	/	-1	-14	1.0	/	-2.3	1
COc1ccc(CN=C2NC(=O)CC(C(=O)Nc3cc(C)cc(C)c3)S2)cc1 (stereo not given)	11	7	1.1	-13	4	-20	0.4	11	0.0	1
Cc1cc(Cl)ccc1Oc1ncnc2oc(-c3ccccc3)cc12	3	8	0.9	-7	11	3	-0.4	20	-2.2	-3
Cc1cc(OCCN2CCCCC2)nc2ccccc12	5	/	0.0	/	9	-6	/	24	/	/
COc1ccc(OC)c(CN2CCN(C(=O)[C@@H](NC(=O)c3cccc(C)c3)C(C)C)CC2)c1	-4	2	-0.6	-4	3	0	-0.7	/	-2.2	-2
CCOC(=O)N1CCC(n2c(SCC(=O)N3CCCC3)nc3ccccc3c2=O)CC1	-11	11	-5.8	-3	-2	-2	-1.5	27	-0.7	-2
CC(C)c1nc(SCC(=O)NCc2ccccc2)n[nH]1	0	4	1.3	5	3	5	-1.2	15	-5.0	0
c1csc(-c2noc(CN3CCc4sccc4C3)n2)c1	0	-1	1.7	2	2	2	/	7	-0.8	0
COc1ccc(C(=O)OCC(=O)Nc2nnc(-c3ccccc3)o2)cc1	14	3	-8.3	/	-4	-14	-0.3	10	-1.8	2
COc1ccc(/C=N/NC(=O)c2cccc(Br)c2)cc1CSc1ccccn1	-9	8	1.3	-18	4	-118	/	-10	-4.1	0
CC(=O)NC(CC(=O)O)c1ccc(F)cc1 (stereo not given)	-13	-1	-2.6	-5	-5	9	/	-5	-1.5	-1
Cc1ccc(Nc2cc(-c3ccccc3)nc3ncnn23)cc1	2	1	-0.4	?	8	2	/	31	-1.0	-20
CCOC(=O)c1ccc(NC(=O)c2cc3c(C)nn(-c4ccccc4Cl)c3s2)s1	1	-4	-0.4	-20	-16	-8	/	-5	1.8	2
O=C(Nc1nc2ccsc2c(=O)s1)c1ccc(F)cc1	-8	4	-1.3	?	-13	2	-0.3	-9	-0.2	-1
CCOP(=O)(OCC)c1ccccc1OCP(C)(=O)COc1ccccc1P(=O)(OCC)OCC	-15	-6	1.2	-1	6	4	0.2	7	-0.8	-2
CC1=C(C(=O)OC2CCCCC2)C(c2ccc(N(C)C)cc2)NC(=O)N1 (stereo not given)	1	-4	0.1	-11	6	-6	-1.9	-5	1.4	2
COc1ccc(-c2cn3c(C)c(C(=O)N4CCN(c5ccccc5)CC4)sc3n2)cc1	-4	-5	/	2	-5	/	-1.1	/	-1.2	3
Cc1noc(C)c1C(=O)N1CCN(c2ncccn2)CC1	3	16	-3.7	3	-3	-10	/	17	-1.1	4
O=c1[nH]c(CSc2nnc(-c3cccnc3)n2C2CCCCC2)nc2ccccc12	-9	6	-1.0	8	-2	-2	0.0	30	0.1	0
COc1ccccc1CN(C)CC(=O)Nc1ccccc1-c1ccccc1	13	-10	3.0	-4	-5	3	/	4	-4.8	-2
CC(C)CNC(=O)COc1ccccc1[N+](=O)[O-]	0	5	0.8	4	-2	9	-0.1	40	-3.1	-1
CCOc1ccc(CCNc2nc3ccccc3n3c(C)nnc23)cc1OCC	-1	0	1.6	22	3	-15	-0.4	/	-0.3	2
Cc1ccc(Nc2nnc(SC(C)C(=O)Nc3c(C)n(C)n(-c4ccccc4)c3=O)s2)cc1 (stereo not given)	-12	0	-1.0	-3	-4	-6	/	2	-1.1	5
COc1ccc(CN2C(=O)c3cccnc3C2Nc2cc(Cl)ccc2OC)cc1 (stereo not given)	-12	-3	-0.5	-10	12	-2	-2.3	4	-0.2	0
COc1cccc(NC(=S)N(CCc2c(C)[nH]c3ccccc23)Cc2ccco2)c1	-1	0	5.1	-1	-15	-4	-3.2	4	1.9	4
COC(=O)c1cc(Br)c(=O)n(Cc2ccc(C(=O)O)cc2)c1	-4	14	-0.8	-4	2	12	-1.5	14	0.3	0
Oc1cccc(/C=N/NC(=S)Nc2cccnc2)c1O	19	19	-1.3	-15	-2	24	/	0	1.1	-2
Cc1ccc2c(CC(=O)NCC3(N4CCOCC4)CCCCC3)coc2c1C	8	0	-1.9	-2	-5	-11	-1.3	/	/	0
CC(=O)N1CCc2cc(S(=O)(=O)CCC(=O)Nc3ccc4c(c3)OCCO4)ccc21	-1	-7	1.2	-19	5	-11	-1.2	22	-1.9	-3
O=C(/C=C/c1ccccc1)N1CCN(c2cccc(Cl)n2)CC1	-3	3	-1.0	-6	5	-4	1.5	21	-3.8	0
CCOc1ccc(NC(=O)C2CC(=O)N(c3ccc4c(c3)OCCO4)C2)cc1OCC (stereo not given)	-4	4	-0.3	-8	1	10	0.7	/	-1.5	1
Cc1ccc(S(=O)(=O)N2CCN(Cc3cccc(F)c3)CC2)cc1	4	3	-0.5	16	-2	8	1.6	/	-1.1	7
O=C(CSc1nnc(CNC(=O)c2c(F)cccc2F)o1)NCc1ccc(F)cc1	-4	1	0.8	-10	7	-3	0.4	-25	-1.2	0

The last 5 compounds of the section above come first, to join the parts:
SMILES	CCHFV vOTU inh	GDH-TPI counter	Mtb UGM inh	BoNT-F LC inh	MazEF act	Rv3671c protease	BioA inh	DUSP3 inh	FadD28 binding	Mtb FBA inh
CC(=O)N1CCc2cc(S(=O)(=O)CCC(=O)Nc3ccc4c(c3)OCCO4)ccc21	-1	-7	1.2	-19	5	-11	-1.2	22	-1.9	-3
O=C(/C=C/c1ccccc1)N1CCN(c2cccc(Cl)n2)CC1	-3	3	-1.0	-6	5	-4	1.5	21	-3.8	0
CCOc1ccc(NC(=O)C2CC(=O)N(c3ccc4c(c3)OCCO4)C2)cc1OCC (stereo not given)	-4	4	-0.3	-8	1	10	0.7	/	-1.5	1
Cc1ccc(S(=O)(=O)N2CCN(Cc3cccc(F)c3)CC2)cc1	4	3	-0.5	16	-2	8	1.6	/	-1.1	7
O=C(CSc1nnc(CNC(=O)c2c(F)cccc2F)o1)NCc1ccc(F)cc1	-4	1	0.8	-10	7	-3	0.4	-25	-1.2	0
NNC(=O)CNC(=O)CNS(=O)(=O)c1ccccc1	10	3	1.0	1	4	-13	/	14	-0.2	1
COc1ccccc1N(CC(O)COc1ccc(C)cc1)S(=O)(=O)c1ccccc1 (stereo not given)	-1	5	-0.8	-4	0	-2	/	22	-1.8	0
Cc1onc(-c2ccccc2Cl)c1C(=O)NNC(=O)c1nn(C)cc1Cl	-2	-4	-2.0	4	-4	-15	/	19	0.2	-1
Cc1cc2nnc(SCc3ccccc3)n2c(N)n1	5	10	3.1	-12	1	-3	1.1	32	-1.0	-1
Cc1csc(NC(=O)CSc2nc(=O)n(CCCN(C)C)c3c2CCC3)n1	8	0	-0.6	-11	3	0	/	/	0.3	4
CCN1C(=O)/C(=C/N(C(C)=O)c2ccccc2)N(c2ccccc2)C1=S	5	29	2.7	3	-2	1	0.3	6	-0.5	-1
